D1 agonist – agonists of human D1 dopamine receptor | P21728 | HEK293 T-REx D1 cells, calcium flux, agonist mode | activation, % at 2 µM | hit rate 1% among 360,000; in the data active means activation above about 30%; further: 0% is about no effect
Target sequence (P21728 whole entry, looked up): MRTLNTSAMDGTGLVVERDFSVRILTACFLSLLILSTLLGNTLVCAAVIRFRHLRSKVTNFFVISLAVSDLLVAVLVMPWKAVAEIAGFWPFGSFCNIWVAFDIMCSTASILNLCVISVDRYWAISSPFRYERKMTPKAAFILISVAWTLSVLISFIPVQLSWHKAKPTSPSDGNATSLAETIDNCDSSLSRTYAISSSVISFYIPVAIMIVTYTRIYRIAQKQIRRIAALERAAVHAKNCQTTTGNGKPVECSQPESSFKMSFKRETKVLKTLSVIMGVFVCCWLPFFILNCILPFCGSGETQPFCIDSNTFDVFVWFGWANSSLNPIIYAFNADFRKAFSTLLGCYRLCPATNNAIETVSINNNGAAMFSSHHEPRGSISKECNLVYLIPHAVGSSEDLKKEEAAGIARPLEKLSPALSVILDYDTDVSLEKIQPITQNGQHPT
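Inducible HEK293 T-REx D1 cells, force-coupled to calcium signalling, were plated at 4000 cells/well with tetracycline and held overnight at 30 C. After no-wash calcium dye loading, compound-evoked calcium rise over 180 s flagged agonists.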
GRP78 ERSR act – inducers of ER stress response in human glioma cells | hit rate 0.02% among 420,000 | U87-MG GRP78 promoter luciferase reporter, 16 h | Potency, µM, for inactives: top-dose activation, most hits filed as activators; further: potency means the concentration at half of the fitted maximal effect; series mostly up to about 76 µM; % of control where 0% means no effect; nearly all actives have a fitted effect of over 35% in size
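ERSR induction read as luciferase luminescence (Bright-Glo, 10 min at room temperature) in stably transfected human U87-MG glioma cells exposed to compounds for 16 h, using GRP78 as sensor.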
D1 potentiator – enhances dopamine response at the human D1 receptor; P21728; potentiation, % at 10 µM; hit rate 0.036% among 360,000; HEK293 TREx D1 cells, calcium flux, dopamine EC20 potentiation; AID 504651; in the data active means potentiation above about 30%; further: 0% is about no effect
LDHA block – LDHA (human) enzyme inhibition; P00338; purified LDHA, NADH/diaphorase-resazurin fluorescence; hits give low values; activity change, % (values are at about 110 or 230 µM); hit rate 0.15% among 480,000; in the data active means activity change below about -30%; inconclusive means mostly about -25% to -30%;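 further: plate controls were DMSO wells for no effect and wells without enzyme for full effect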
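Remaining NADH was detected by diaphorase (0.133 mg/mL) converting 37 µM resazurin to fluorescent resorufin, read at 0 and 20 minutes. The preceding 5-minute room-temperature reaction used 2 nM LDHA, 0.2 mM sodium pyruvate and 0.06 mM NADH at pH 7.4.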
Vif-APOBEC3F blk – Vif-A3F binding inhibition. HeLa A3F-eYFP + Vif (tagged APOBEC3F with the HIV-1 protein that degrades it), YFP fluorescence increase. Potency, µM (top dose mostly 46.1 µM), for the others: at the highest dose activity, negative = active. hit rate 0.2% among 390,000; further: potency means the concentration at half of the fitted maximal effect; % of control where 0% means no effect; nearly all actives have a fitted effect of over 65% in size
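Fluorescence increase (Ex 488/Em 500-530) after overnight compound treatment at 37 deg C flags inhibition of Vif-driven A3F-eYFP loss in stable HeLa A3F-eYFP/Vif cells seeded overnight beforehand.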
Vif-A3G inh – inhibitors of Vif-APOBEC3G interaction; HeLa A3G-eYFP + Vif (tagged APOBEC3G with the HIV-1 protein that degrades it), YFP fluorescence, overnight; Potency, µM (doses to about 46.1 µM), without a hit: top-dose activity, negative = active, hits mostly inhibitors; hit rate 0.076% among 410,000;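 further: potency means the concentration at half of the fitted maximal effect; on the % scale 0 is the no-effect control and ±100 the full control effect; nearly all actives have a fitted effect of over 60% in size; hits raise eYFP signal because A3G escapes Vif-driven loss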
Target sequence (Q9HC16 whole entry, looked up): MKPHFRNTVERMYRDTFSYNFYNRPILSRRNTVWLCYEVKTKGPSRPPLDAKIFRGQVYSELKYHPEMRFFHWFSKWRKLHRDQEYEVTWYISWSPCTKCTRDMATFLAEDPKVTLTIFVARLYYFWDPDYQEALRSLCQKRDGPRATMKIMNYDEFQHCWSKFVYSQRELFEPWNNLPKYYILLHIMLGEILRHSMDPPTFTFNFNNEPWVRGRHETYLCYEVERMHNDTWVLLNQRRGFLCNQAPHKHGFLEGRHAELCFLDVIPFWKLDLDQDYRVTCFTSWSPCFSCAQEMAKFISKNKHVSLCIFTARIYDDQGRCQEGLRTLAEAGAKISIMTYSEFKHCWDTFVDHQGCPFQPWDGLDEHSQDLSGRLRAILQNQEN
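HeLa cells stably expressing Vif and C-terminally eYFP-tagged A3G, seeded overnight at 37 deg C, then exposed to compound by pintool overnight at 37 deg C. Rise in yellow fluorescence (Ex 488/Em 500-530, Acumen) marks blocked Vif-driven A3G degradation.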
D2 PAM – positive allosteric modulators of human D2 dopamine receptor | P14416 | HEK293 T-REx D2, calcium flux, EC20 dopamine potentiation | potentiation, % at 10 µM | hit rate 0.34% among 340,000;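 active means potentiation over 3 SD above the plate norm, cut at about 30% in these data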; further: 0% is about no effect
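Tetracycline-induced HEK293 T-REx cells force-coupled to calcium signalling expressed D2; compounds were pin-added after a 10 s baseline, read kinetically 180 s, then an EC20 dopamine challenge followed with a further 180 s calcium read.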
RXFP1 ag – agonists of human relaxin receptor RXFP1. HEK293T-RXFP1 cAMP TR-FRET, 30 min; response scale: percent of porcine relaxin response, buffer zero. Potency, µM (series often up to 57.5 µM), for inactives: at the highest dose activation, actives largely listed as activators. hit rate 0.3% among 370,000. AID 2676; further: potency means the concentration at half of the fitted maximal effect; on the % scale 0 is the no-effect control and ±100 the full control effect; nearly all actives have a fitted effect of over 60% in size; many of its hits are not listed in these tables
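HEK293 cells stably expressing RXFP1, treated 30 min at 37C with compounds plus PDE4 inhibitor Ro 20174; cAMP measured by HTRF TR-FRET. Normalized to buffer and 29 nM porcine relaxin; EC50 by Hill fit.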
D1 antagonist – human D1 dopamine receptor antagonism | P21728 | HEK293 TREx D1 cells, calcium flux, dopamine EC80; hits give low values | activity change, negative = inhibition, % at 10 µM | hit rate 3.2% among 360,000; in the data active means activity change below about -30%; further: on the % scale 0 is the no-effect control and ±100 the full control effect
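Allosteric or orthosteric antagonism assessed as attenuation of the calcium response to EC80 dopamine, added 180 s after compound, in induced HEK293 Trex D1 cells loaded with no-wash calcium dye.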
Numbers without * were called inactive; ? = inconclusive; . = no result given; & = joins results of further samples; ! = repeats disagree. Unless noted, the call rests on the fitted dose curve; in most records, active means well fitted curve in the direction sought with a large enough effect; inconclusive means small, poorly fitted or top-dose-only effect, or another doubt; inactive means no such curve, though single readings can be large; an effect the other way counts as inactive or inconclusive.

SMILES | D1 agonist | GRP78 ERSR act | D1 potentiator | LDHA block | Vif-APOBEC3F blk | Vif-A3G inh | D2 PAM | RXFP1 ag | D1 antagonist
CC1=C(C(=O)Nc2ccc(C)cc2C)C(c2ccc(O)cc2)n2nnnc2N1 (centres undefined) | -1 | -3% | 1 | -4 | -2% | -1% | 16 | -0.7% | 1
COc1ccc(/C=N/NC(C)(C)C)c(OC)c1 | -1 | -3% | -2 | 1 | -18% | 1% | -1 | 0.9% | 3
Cc1nc2ccccc2c(=O)n1CC(=O)N1CCOCC1 | -2 | -2% | -2 | -2 | -14% | -7% | -2 | 2.0% | -4
COc1ccc(N2C(=O)CC(Sc3nnc(-c4ccccc4)o3)C2=O)cc1 (centres undefined) | 1 | -1% | -5 | 0 | -4% | -1% | -12 | 18% | -9
Cn1nnnc1Sc1ncnc2scc(-c3cnc(N)nc3)c12 | 1 | . | -7 | 2 | . | . | . | . | 15
O=C(CSc1ccc(-c2ccc(F)cc2)nn1)NCC1CCCO1 (centres undefined) | 1 | 1% | 6 | -5 | -20% | 0% | -26 | 0.2% | -14
Cc1ccccc1C(=O)NC(C)C1CC2CCC1C2 (centres undefined) | 2 | -2% | -3 | -7 | 10% | -6% | -5 | 5.2% | -2
CCCCn1c(N)c(N(CC(C)C)C(=O)c2ccc(S(=O)(=O)N3CCCCCC3)cc2)c(=O)[nH]c1=O | 3 | -3% | -3 | -8 | 0% | -4% | 8 | 1.3% | 4
Cc1cccc2cc3c(NC(=O)c4ccccn4)nn(C)c3nc12 | 2 | -8% | 2 | -6 | 6% | -4% | -5 | 2.4% | 7
COCCOC(=O)CSc1ncccc1-c1nc2cc(C)c(C)cc2[nH]1 | 2 | -2% | -1 | -3 | -1% | -10% | -3 | -1.9% | -6
C=CCCCN(Cc1ccccc1)S(=O)(=O)c1ccccc1Br | 6 | -5%&-2% | -7 | 4 | -4% | -1%&-1% | -5 | 0.0% | -4
CC1(c2ccccc2)CC(C)(C)N(C(=O)c2ccccc2Cl)c2ccccc21 (centres undefined) | 0 | -1% | -4 | -1 | -6% | 4% | 2 | 3.2% | -17
CN(Cc1ccc(-n2cccn2)cc1)Cc1nc(-c2cnccn2)no1 | 1 | -1% | 6 | -2 | -1% | -9% | -6 | 4.2% | -13
Cc1ccc(Oc2nnc(-c3cccs3)c3ccccc23)cc1 | 0 | -3% | -1 | -3 | 5% | 0% | -9 | -0.4% | 14
COc1ccc(-c2nc(N3CCCC3)[nH]c(=O)c2C#N)cc1 | 0 | -2% | -1 | -9 | 2% | -1% | -2 | -2.2% | 3
CCn1ccc(C(=O)Nc2ccccc2SC)n1 | 0 | 5% | 2 | -5 | -3% | -4% | 7 | -0.2% | 12
O=C(C1=C[C@H](C2CC2)C[C@H](OCCCCO)O1)N1CCOCC1 | -5 | -3% | 1 | -2 | 6% | 4% | -1 | 0.0% | 5
O=C1c2ccccc2C(=O)N1CCOc1ccc(F)cc1 | 2 | 3% | -1 | 0 | -1% | 4% | 2 | 2.4% | -8
Cc1ccc(NC(=O)CSc2nnc(C3CC3)n2C)cc1S(=O)(=O)N1CCCCC1 | 1 | -3% | 0 | 2 | 0% | 1% | -8 | -2.1% | -1
Cc1nonc1NC(=O)CSc1nc2cc(Cl)ccc2c2c1CCCC2 | 2 | -7% | 2 | -2 | -2% | -3% | 1 | ? | -3
COc1ccc(OCC(=O)Nc2ccc(NC(=O)c3ccco3)c(C)c2)cc1 | 1 | -3% | -1 | -2 | -4% | 2% | -4 | -1.1% | 4
COC(=O)NCc1cccc(CNC(=O)OC)c1 | 1 | 0% | 1 | -1 | 1% | 0% | 5 | 1.9% | 3
S=C(Nc1ccc(Cl)cc1)N(CCCN1CCOCC1)Cc1cccs1 | 1 | -3% | -5 | -7 | 6% | 1% | 1 | 1.6% | 3
CCOCCCNC(=O)C(c1ccc(C)cc1)N(Cc1ccc2c(c1)OCO2)C(=O)c1ccccc1O (centres undefined) | -1 | -5% | -1 | -2 | 3% | -8% | 1 | -1.1% | -7
COc1ccc(NC(=O)Cn2c(=O)c3cccn3c3ccccc32)cc1 | 1 | -5% | -4 | -3 | -14% | -9% | 1 | -3.9% | 7

(list continues)
SMILES | D1 agonist | GRP78 ERSR act | D1 potentiator | LDHA block | Vif-APOBEC3F blk | Vif-A3G inh | D2 PAM | RXFP1 ag | D1 antagonist
COc1ccc(NC(=O)CN(C)C2CCCCC2)cc1Cl | 3 | -5% | 3 | -6 | -5% | 1% | -10 | -3.3% | -45*
Cc1ccc(S(=O)(=O)N(C)CC(=O)NCCCn2nc(C)cc2C)cc1 | . | 1% | . | 2 | 1% | 1% | . | . | .
O=C(Nc1nccs1)c1ccc(COc2c(F)c(F)cc(F)c2F)cc1 | 13 | 5% | 6 | -1 | -11% | 1% | 12 | 0.0% | -12
CN(C1=NC(=O)CS1)c1ccc(O)cc1 | 1 | 1% | 8 | -3 | 1% | 0% | 8 | 2.0% | -8
CCOc1ccc(/C=N/NC(=S)NC2CC3CC2C2C=CCC32)cc1 (centres undefined) | 6 | -3% | 5 | -10 | 1% | -4% | 11 | 1.0% | -5
CC(=O)N1CCCc2ccc(NS(=O)(=O)c3cccc(Cl)c3)cc21 | 7 | -1% | 0 | 4 | 8% | 5% | -6 | 1.4% | 1
COc1cc([N+](=O)[O-])ccc1NC(=O)NNC(=O)CCc1ccccc1 | 2 | -6% | -1 | -5 | -7% | -7% | -2 | 2.1% | -30
Cc1nc(SCC(=O)N(CC(C)C)C2CCS(=O)(=O)C2)c2c(C)c(C)sc2n1 (centres undefined) | 0 | -4% | -5 | -3 | -4% | 0% | 7 | -0.7% | 5
CCCN(CC(=O)NC(=O)NCc1ccccc1)CC(=O)Nc1ccc(F)c(F)c1F | . | -4% | . | -2 | -5% | 0% | . | . | .
CCOC(=O)CCn1nc(-c2ccc(C)cc2)c2ccccc2c1=O | 1&4 | -7%&-3% | -10&-8 | -2&-7 | 9%&-17% | -6%&3% | 0 | -1.0%&4.3% | -49*!
CC(C)c1cc(C(F)(F)F)nc(NNc2nc(C(C)C)cc(C(F)(F)F)n2)n1 | . | -2% | . | 1 | 0% | -9% | . | . | .
CCc1ccccc1NC(=O)CN1CCN(C(=O)CCC(=O)N2CCC(c3ccccc3)=N2)CC1 | 0 | -2% | -9 | -15 | 3% | 2% | -3 | -2.9% | -28
O=C(O)Cn1c(SC2CCCCC2)nc2ccccc21 | 4 | 0% | -1 | -2 | -4% | 0% | -4 | -0.7% | 9
O=C(Nc1ccc(N2CCOCC2)cc1)c1ccc([N+](=O)[O-])o1 | 0 | -9% | 15 | 10 | 16% | ? | 6 | -0.1% | 1
CCCCn1c(C)cc(C)c(S(=O)(=O)c2ccccc2C)c1=O | 3 | -5% | -4 | -4 | -4% | -1% | 2 | 2.0% | 10
O=C(N/N=C/c1ccncc1)c1ccc(OCc2ccccc2)cc1 | 3 | 6% | 0 | -5 | -14% | -6% | . | 3.6% | -15
COc1ccc(OCC(=O)N/N=C(\C)c2cccs2)cc1 | 0 | -5% | -1 | -8 | 5% | -1% | 1 | -3.0% | 0
Cc1ccc(-c2nc(SCCOc3ccccc3C)n3[nH]c(=O)cc3n2)cc1 | 2 | -1% | -6 | 1 | ? | 3% | 6 | 1.4% | 7
CC(=O)c1ccc(Nc2nc(=O)c3cccnc3s2)cc1 | 0 | 0% | -2 | -6 | 2% | 1% | -11 | ? | 3
O=C(COC(=O)c1nc(Cl)ccc1Cl)Nc1ccc(Cl)cc1 | 3 | -4% | -7 | -1 | -11% | -1% | -10 | 1.9% | -2
CC(=O)C[C@@H](O)CC(=O)[C@@H]1OC(=O)[C@@H](C)CCCCc2ccccc21 | . | 0% | . | -2 | 5% | -2% | . | . | .
CN(CC(=O)NCc1ccncc1)S(=O)(=O)c1ccc(F)cc1 | 2 | -4% | -4 | -1 | -3% | 0% | 11 | -0.1% | 0
COc1ccc(Cn2ccc3nc(C)c(C(=O)Nc4ccc(F)cc4)cc3c2=O)cc1 | 3 | -4% | 3 | -10 | -6% | -5% | 12 | 9.0% | 11
Nc1nc(C2CC2)c(Sc2sc(N)nc2C2CC2)s1 | 24 | -4% | 0 | -6 | 2% | ? | -4 | 6.0% | -49*
CCNC(=O)CN(c1ccccc1OC)S(=O)(=O)c1cccs1 | 3 | -2% | -5 | -6 | -11% | 0% | -3 | 0.5% | -8

Arranged by the number under D1 agonist (largest number first): 3 from the list above
| SMILES | D1 agonist | GRP78 ERSR act | D1 potentiator | LDHA block | D2 PAM | D1 antagonist |
| --- | --- | --- | --- | --- | --- | --- |
| COc1ccc(NC(=O)CN(C)C2CCCCC2)cc1Cl | 3 | -5% | 3 | -6 | -10 | -45* |
| COc1cc([N+](=O)[O-])ccc1NC(=O)NNC(=O)CCc1ccccc1 | 2 | -6% | -1 | -5 | -2 | -30 |
| COc1ccc(OCC(=O)N/N=C(\C)c2cccs2)cc1 | 0 | -5% | -1 | -8 | 1 | 0 |

The listing continues:
SMILES | D1 agonist | GRP78 ERSR act | D1 potentiator | LDHA block | Vif-APOBEC3F blk | Vif-A3G inh | D2 PAM | RXFP1 ag | D1 antagonist
COc1ccc(N(CC(=O)NC2CCCC2)C(=O)Cn2nnc(-c3ccc(C)cc3)n2)cc1OC | 1 | -4% | -5 | 0 | -3% | -9% | 3 | 1.9% | 0
O=C(NC1CCCCCC1)C1CCN(S(=O)(=O)c2ccccc2)CC1 | 2 | -4% | -4 | -6 | -1% | 0% | 0 | 0.2% | 5
CCOc1ccc(CCNC(=O)C2CCN(C(=O)N(C)C)CC2)cc1OCC | 0 | -2% | -3 | -5 | -7% | -4% | -20 | 1.2% | 9
CCc1nc(C)cn1S(=O)(=O)c1cc(F)ccc1OC | 2 | -5% | -6 | -4 | 0% | -6% | 1 | -0.4% | -7
CCOC(=O)C1Cc2c([nH]c3ccccc23)C(C)N1 (centres undefined) | 7 | -1% | 4 | -4 | -2% | 0% | 17 | -3.0% | 5
CCc1ccc2oc(C(=O)Nc3sc4c(c3C(=O)NC)CCCC4)cc(=O)c2c1 | -1 | -2% | 0 | -2 | -17% | -9% | 7 | 0.0% | 6
CN1CCN(CCNC(=O)c2cc3c(=O)n(C)c4ccccc4c3n2C)CC1 | 2 | -1% | -2 | 2 | 1% | 5% | 6 | 1.2% | 3

Screens as filed in PubChem.

Not all compounds are listed; count on the stated rates, not on these rows.
